# Screening results as filed in PubChem BioAssay.
# Growth percent in the NCI-60 one-dose screen (48 h, 10 µM unless noted): 100 = growth as untreated, 0 = no growth, -100 = all killed.
# HL-60(TB) = HL-60(TB) leukemia cells | hit rate 9% among 78,000 | AID 1794776; active = growth percent below 10
# The depositor's hits bear a star; & = joins results of further samples. These rows are one share of the data. The share of hits here may be higher or lower than overall.
mol	HL-60(TB)
C=CCc1cc(Cl)cc2c(OC(C)=O)c(C(C)=O)c(-c3ccccc3)nc12	107
COc1ccc2c(c1)CCc1c-2n[nH]c1-c1[nH]nc2c1CCc1cc(OC)ccc1-2	23
Cc1cn(C2CC(O)C(CO)(N=[N+]=[N-])O2)c(=O)[nH]c1=O (stereo not drawn)	110
O=C1N=C(c2c(-c3[nH]c(=O)c4ccccc4c3O)c(O)c3ccccc3c2O)C(=O)c2ccccc21	127
C=C1C(=O)O[C@H]2[C@H]1CC/C(COC(=O)/C=C/C(=O)O)=C\CC[C@@]1(C)O[C@@H]21	101
c1ccc(-c2nc3ccccc3s2)nc1	90
CCCCN(CCCC)CC(C)(C)C(O)c1ccc(OC)c2ccccc12 (stereo not drawn)	56
c1ccc(CN2CCCNCC2)cc1	85
CCOC(=O)c1ccc2c(c1)nc(NC(=O)c1ccncc1)n2CCCOC(C)C	50
N=C1N=C(SCc2nc3ccccc3[nH]2)NC(=O)/C1=C/c1ccc(F)cc1	92
CCOC(=O)/C(C#N)=C/c1cccc(Cl)c1	107
CCOC(=O)c1ccccc1NC1=C(Cl)C(=O)c2nc(C)ccc2C1=O	71
O=C(O)C1=Nc2ccccc2/C1=C\c1sc(=O)[nH]c1S	102
COc1cc2c(cc1OC)C(c1ccc(S(N)(=O)=O)cc1)NCC2 (stereo not drawn)	92
CNC(=O)c1c(NC(=O)c2ccc(C(C)C)cc2)sc2c1CCC(=O)C2	-14*
O=[N+]([O-])c1cccc(S(=O)(=O)Nc2ccc3[nH]ccc3c2)c1	101
CC(C)OC(=O)c1cccc([N+](=O)[O-])c1	103
CCOC(=O)c1nn(-c2ccc([N+](=O)[O-])cc2)c(=N/N=C/c2c(O)cc3oc(C)cc(=O)c3c2OC)s1	97
Cc1[nH]c(C(=O)Nc2ccc(C(N)=O)cc2OC(C)C)c(Cl)c1Cl	97
CC(=O)Nc1c(C(=O)Nc2ccccc2)sc2nc3c(cc12)C(OC(C)=O)CCC3 (stereo not drawn)	19
COc1ccc(C2C=C(c3ccc(Cl)cc3)N=C3SC=C(C)N32)c(Br)c1 (stereo not drawn)	7.6*
COc1ccc2[nH]c(=O)c(CSc3ccc(Nc4nccc(-c5ccc6ccccc6c5)n4)cc3)cc2c1	87
O=C1OC(c2ccccc2)=N/C1=C\c1coc2ccccc2c1=O	93
Cc1ccc2nc(C)c(-c3nnc(SCc4ccccc4)o3)n2c1	101
O=c1c2ccccc2nc(COc2ccccc2)n1NCc1ccc(F)cc1	106
COC(=O)[C@H](Cc1ccccc1)NC(=O)C1(C)CCC[C@]2(C)[C@H]3C[C@H]4C(C(C)C)=C[C@]3(CC[C@@H]12)[C@@H]1C(=O)CCC(=O)[C@@H]14 (stereo partly drawn)	109
CCCN(c1ccc(OC)cc1)c1nc(-c2ccc(Br)cc2)cs1	101
Cc1ccc2c(c1)c(-c1nc(-c3c[nH]c4ncccc34)cs1)cn2C(=O)OC(C)(C)C	47
O=S(=O)(Nc1ccc(F)cc1)c1ccc(-c2cnc(C3CC3)o2)cc1	-28*
CN(C)Cc1cc(C(=O)/C=C/c2ccc(C(=O)O)cc2)cc(CN(C)C)c1O	106
O=C1CSC(c2ccccc2Cl)N1c1nnc(Cn2cnnc2)o1 (stereo not drawn)	-17*
CC(=O)c1cnn(-c2cc(=O)[nH]c3ccc(Br)cc23)c1C	94
C#CC1(O)CCC2C3CCC4=C(CCC(=O)C4)C3CCC21C (stereo not drawn)	94
COc1ccc(N=Nc2c(N)nn3c(-c4ccc5ccccc5c4)ccnc23)cc1	85
O=C1/C(=C/C(Cl)=C/c2ccccc2)SC(=S)N1CCS(=O)(=O)O	107
CC(=O)O[C@@H]1CCN2C(=O)Nc3ncccc3[C@@H]2C1	101

# Two records picked at random from the list so far:
mol	HL-60(TB)
COC(=O)[C@H](Cc1ccccc1)NC(=O)C1(C)CCC[C@]2(C)[C@H]3C[C@H]4C(C(C)C)=C[C@]3(CC[C@@H]12)[C@@H]1C(=O)CCC(=O)[C@@H]14 (stereo partly drawn)	109
O=c1c2ccccc2nc(COc2ccccc2)n1NCc1ccc(F)cc1	106

# The results go on.
mol	HL-60(TB)
OCC12CCCC(OC1)O2 (stereo not drawn)	97
COc1ccc(C2=NN(C(C)=O)C(c3cccc(Nc4ccnc5cc(C(F)(F)F)ccc45)c3)C2)cc1 (stereo not drawn)	74
O=C(NCc1ccccc1)/C(=C/c1ccccc1[N+](=O)[O-])CC(=O)c1ccc(Cl)c(Cl)c1	108
CCOC(=O)CSc1nc(-c2ccccc2)c(C#N)c(N)c1C#N	76
Cc1cccc(C(=O)OCc2ccccc2)c1	104
N#CCCn1cnc2c(N)ncnc21	99
Clc1nc(Cl)c(C2CC(c3ccccc3)=NN2c2ccccc2)s1 (stereo not drawn)	132
O=c1c2ccccc2ncn1-c1ccc(F)cc1	82
O=C(Nc1nc2ccc(OC(F)(F)F)cc2o1)c1ccccc1	39
O=c1[nH]nnc2c1ncn2C1OC(CO)C(O)C1O (stereo not drawn)	25
S=c1[nH]c2cccnc2[nH]1	97
CC(C)=CCC[C@](C)(O)[C@H]1CC[C@]2(C)[C@@H]1CC[C@@H]1[C@@]3(C)CC(Cc4ccncc4)C(=O)C(C)(C)[C@@H]3CC[C@]12C (stereo partly drawn)	98
COc1ccc(C2=NN(C(=O)c3ccc(S(C)(=O)=O)cc3)C(c3ccc(OC)c(OC)c3)C2)c(OC)c1 (stereo not drawn)	69
CC1CCN(C)CC1	106
CN1CN(NC(=O)Nc2ccccc2)C(=O)c2ccccc21	104
NC(=S)N/N=C\C(=O)c1ccccc1O	107
CCCCCCCCCCCCOc1ccccc1C=O	90
COc1cc(C(=O)OCCCCCCCCCCC[P+](c2ccccc2)(c2ccccc2)c2ccccc2)ccc1O	-56*
COc1ccc2c(c1)O/C(=C\c1ccc(O)cc1O)C2=O	108
Cc1cc(C)cc(NC(c2ccc(OC(F)F)c(OCC3CC3)c2)c2nnnn2C2CCCCC2)c1 (stereo not drawn)	100
CCN1CCCC1CNC(=O)c1ncc(-c2ccc(C(F)(F)F)cc2)c(NC2CCCCCC2)n1 (stereo not drawn)	66
Cc1cc(C)n(C(=O)CNC(=O)Cn2c(=O)[nH]c3ccccc3c2=O)n1	93
CC(=O)C1CC(C#N)=C2C=Cc3c(ccc4ccccc34)N21 (stereo not drawn)	75
Nc1nc2c(c3ncccc13)C(c1ccccc1)Cc1ncccc1-2 (stereo not drawn)	66
O=C(CBr)OCCC1CCCCC1	104
CCO/C=N/C1=C(C#N)C(c2ccc(Cl)cc2)c2c(c3cc(C)ccc3[nH]c2=O)O1 (stereo not drawn)	82
Cc1cn2[nH]c(NN)nc2n1	100
O=S(=O)(c1ccc(Cl)cc1)N(CCO)CCO	92
CSCCC(NC(=O)c1ccccc1)C(=O)N/N=C1\SCC(=O)N1C (stereo not drawn)	99
COC(=O)CCC1=C(C)C(C)=N/C1=C\c1[nH]c(-c2ccc[nH]2)cc1OC	-22*
COc1ccc(-c2noc(C(=O)O)c2-c2cccc(OC)c2)cc1	100
C#CCOc1cccc(Nc2ncc3ncn(C4CCN(C(=O)C=C)C4)c3n2)c1 (stereo not drawn)	98
COc1ccc(CNc2nc3ncc(C(F)(F)F)cc3nc2C(=O)O)cc1	95
CC(=O)C1C(=O)C(=O)N(c2ccccc2)C1=O (stereo not drawn)	105
Cc1cccc(N2CCN(CC(=O)NCc3cc(C)n(-c4ccccc4)n3)CC2)c1C	51
COc1ccc(-c2[nH]c3ccccc3c2-c2ccc(OC)cc2)cc1	25
Nc1nc(Nc2ccc([N+](=O)[O-])cc2O)nc(C(Cl)(Cl)Cl)n1	6.4*
O=C(NCc1ccco1)Nc1ccc([N+](=O)[O-])cc1	96
O=C(Nc1cc(F)cc2cccnc12)c1cnc(N2CCNCC2)cn1	77
CC(C)(C)CC(C)(C)n1nnnc1C(Nc1ccc(F)cc1)c1cc2cccc3ccc4cccc1c4c32 (stereo not drawn)	91
COc1cc2c3c(c4c5cccnc5[nH]c4c2c(OC)c1OC)C(=O)N(O)C3=O	90
COc1nc2ccccc2cc1-c1nc2c(cnn2-c2ccccc2)c(=O)[nH]1	11
C=C1CC[C@@H]2[C@]3(C)COC(c4cn[nH]c4-c4ccc(F)cc4)O[C@@H]3CC[C@@]2(C)[C@@H]1C/C=C1/C(=O)OCC1O (stereo partly drawn)	-22*
CC/C(=C/c1ccc(OC)cc1OC)[N+](=O)[O-]	16
Cc1ccc(NC(=O)/C=C/C(=O)O)c(NC(=O)/C=C/C(=O)O)c1	100
O=C(CSCC(=O)c1ccc([N+](=O)[O-])cc1)c1ccc([N+](=O)[O-])cc1	103
N=C(N)c1ccc(-c2ccc(-c3ccc(-c4cccs4)s3)s2)cc1F	100
Cn1c(=O)c2c(nc3n2CCN3CCc2ccc(O)c(O)c2)n(C)c1=O	101

# Some of the entries above, reformatted.
SMILES: Cc1ccc(NC(=O)/C=C/C(=O)O)c(NC(=O)/C=C/C(=O)O)c1
- HL-60(TB): 100

SMILES: O=C(CSCC(=O)c1ccc([N+](=O)[O-])cc1)c1ccc([N+](=O)[O-])cc1
- HL-60(TB): 103

# Next section:
mol	HL-60(TB)
O=C(Cn1nncc1CN1C(=O)CSC1=O)Nc1ccccc1F	95
C=CCn1c(SCC(=O)Nc2ccc(OC)cc2)nnc1-c1ccc(OC)cc1	95
CC1(CCCOc2ccc([N+](=O)[O-])cc2)N=C(N)N=C(N)N1c1ccccc1 (stereo not drawn)	85
COc1ccc(/C=C2\CCCCC3=C2N=C2SC(C)=CN2C3c2ccc(OC)cc2)cc1 (stereo not drawn)	66
Cc1nc(Nc2ccc(F)c(Cl)c2)sc1C(=O)O	12
O=C(OC1CCCC1)c1ccccc1	84
CCOc1ccc2nc(NC(=O)CN3CCN(CCN4C(=O)c5cccc6cccc(c56)C4=O)CC3)sc2c1	41
NS(=O)(=O)c1ccc(C(=O)N/N=C/c2c[nH]c3ccccc23)cc1	102
N/N=C(\N)c1ncc(-c2ccc(C(F)(F)F)cc2)c(NC2CCCCCC2)n1	63
CN(C(=O)Nc1ccccc1)c1ccc(O)cc1	113
O=C(Cn1cc(C2CC2)nn1)Nc1nc(-c2ccc(Cl)cc2)cs1	95
CCOC(=O)/C(O)=C(\C=N\C(=S)Nc1ccc(Cl)c(Cl)c1)C(=O)OCC	84
COc1cccc(Cc2nn3cc(-c4ccccc4)nc3s2)c1	70
COc1ccc(/C=N/Nc2ncnc3sc4c(c23)CCN(Cc2ccccc2)C4)cc1	17
CCOP(=O)(OCC)c1nc(-c2ccccc2)oc1NCCCO	95
CC(=O)N(C)c1ccccc1O	94
Nc1ccc(S(=O)(=O)Nc2ccccn2)cc1	50&98
CCOC(=O)C1=C(CN(C2CCCCC2)C2CCCCC2)N(C)C(=O)NC1c1ccccc1 (stereo not drawn)	63
CCN(CC)c1ccc2c(c1)Oc1nc(N)c(C#N)c(N)c1C2Sc1ccc(SC)cc1 (stereo not drawn)	-32*
Cc1cc(-c2ccco2)c(C#N)c(=O)n1CC#N	116
Cc1cccc(NC(=O)c2sc3nc4c(cc3c2N)C(=O)CCC4)c1	6.1*
CC(=O)Oc1ccccc1C(=O)Nc1ccc(C(=O)/C=C/c2cccs2)cc1	103
O=C(c1cc(-c2ccc(F)cc2F)ccc1O)N1CCN(Cc2ccc(Cl)cc2)CC1	137
C[C@@H]1CN(c2nc3c(cc2F)c(=O)c(C(=O)O)cn3C(C)(C)C)C[C@H](C)N1	97

# Arranged by molar mass (high to low): four of the compounds above.
mol	HL-60(TB)
CC(=O)Oc1ccccc1C(=O)Nc1ccc(C(=O)/C=C/c2cccs2)cc1	103
COc1cccc(Cc2nn3cc(-c4ccccc4)nc3s2)c1	70
Nc1ccc(S(=O)(=O)Nc2ccccn2)cc1	50&98
CC(=O)N(C)c1ccccc1O	94

# Other records.
mol	HL-60(TB)
CC(=O)[C@H]1C[C@]23CC[C@]4(C)[C@H](CC[C@@H]5[C@@]6(C)C/C(=C/c7ccc(C(F)(F)F)cc7)C(=O)C(C)(C)[C@@H]6CC[C@]54C)[C@H]2[C@H](C)C1(C)OC3	81
COc1nc(N)c(C=O)c(=O)n1C	96
CC1=C(C(=O)OCc2ccccc2)C(c2ccc(-n3cncn3)cc2)n2c(nc3ccccc32)N1 (stereo not drawn)	8.8*
CC(C)c1ccc(\C=N/N=C(N)/C(N)=N\N=C/c2ccc(C(C)C)cc2)cc1	71
CC(=O)C1C(C)CC2C3CCC4=CC(=O)CCC4(C)C3CCC21C (stereo not drawn)	81
C[C@H]1[C@H](C)CC[C@]2(COCCC#N)CC[C@]3(C)C(=CC[C@@H]4[C@@]5(C)Cc6c([nH]c7ccccc67)C(C)(C)[C@@H]5CC[C@]43C)[C@H]12	98
CCC(C)C1CCC(O)CC1C (stereo not drawn)	103
COc1ccc2[nH]c(O)c(N=Nc3nc(-c4ccc(Cl)cc4)cs3)c2c1	58
CCc1c(C)c2ccc(O)c(N3C(=O)C(=O)N(c4ccccc4)C3=O)c2oc1=O	83
COc1ccc(/C=C/C(=O)c2c(O)c3ccccc3oc2=O)cc1	102

# Structural class: those above containing a COOH group.
mol	HL-60(TB)
C=C1C(=O)O[C@H]2[C@H]1CC/C(COC(=O)/C=C/C(=O)O)=C\CC[C@@]1(C)O[C@@H]21	101
O=C(O)C1=Nc2ccccc2/C1=C\c1sc(=O)[nH]c1S	102
CN(C)Cc1cc(C(=O)/C=C/c2ccc(C(=O)O)cc2)cc(CN(C)C)c1O	106
COc1ccc(-c2noc(C(=O)O)c2-c2cccc(OC)c2)cc1	100
COc1ccc(CNc2nc3ncc(C(F)(F)F)cc3nc2C(=O)O)cc1	95
Cc1ccc(NC(=O)/C=C/C(=O)O)c(NC(=O)/C=C/C(=O)O)c1	100
Cc1nc(Nc2ccc(F)c(Cl)c2)sc1C(=O)O	12
C[C@@H]1CN(c2nc3c(cc2F)c(=O)c(C(=O)O)cn3C(C)(C)C)C[C@H](C)N1	97
